KKLEB cytotox: counter-screen for CF NF-kB inhibitors: cytotoxicity; KKLEB CF airway cells viability, ATPlite luminescence, overnight; stronger effect = lower value; cells stimulated with P. aeruginosa culture filtrate; activity change (cytotoxicity), % at 5 µM; 360,000 tested, 0.36% active; AID 602141;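 active means corrected activity change at or below -50% at 5 µM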
Peg3 prom inh: reduces Peg3 promoter-driven luciferase expression in HeLa. HeLa PEG-Prom luciferase reporter, luminescence, overnight. inhibition, % at 20 µM. 360,000 tested, 1.7% active. AID 588405;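 active means inhibition of at least 50% at 20 µM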
CF NFkB block: cystic fibrosis NF-kB activation inhibition | AID 588850 | KKLEB NF-kB-GFP reporter, PAF-induced, GFP fluorescence overnight | 360,000 tested, 0.86% active | inhibition, % at 5 µM;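 active means at least 50% inhibition at 5 µM, scaled per plate between neutral and stimulator controls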;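 further: PAF is a Pseudomonas aeruginosa culture filtrate used as stimulus; plate controls were PAF-stimulated DMSO wells for no effect and unstimulated DMSO wells for full effect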
NR2E3 ag-1: activates human NR2E3 receptor. CHO-S Gal4-NCOR/VP16-NR2E3 two-hybrid, luciferase. 360,000 tested, 0.35% active. Q9Y5X4. inhibition of corepressor binding, % at 3.98 µM. AID 602229;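 active means inhibition above the mean of all tested compounds plus 3 SD, cut at about 70% in these data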;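 further: 0% = DMSO with NR2E3 transfected cells and 100% = cells lacking NR2E3 construct; higher means lower luciferase signal from less NR2E3 corepressor binding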
Target sequence (Q9Y5X4 whole entry, looked up, the tested form may be a part): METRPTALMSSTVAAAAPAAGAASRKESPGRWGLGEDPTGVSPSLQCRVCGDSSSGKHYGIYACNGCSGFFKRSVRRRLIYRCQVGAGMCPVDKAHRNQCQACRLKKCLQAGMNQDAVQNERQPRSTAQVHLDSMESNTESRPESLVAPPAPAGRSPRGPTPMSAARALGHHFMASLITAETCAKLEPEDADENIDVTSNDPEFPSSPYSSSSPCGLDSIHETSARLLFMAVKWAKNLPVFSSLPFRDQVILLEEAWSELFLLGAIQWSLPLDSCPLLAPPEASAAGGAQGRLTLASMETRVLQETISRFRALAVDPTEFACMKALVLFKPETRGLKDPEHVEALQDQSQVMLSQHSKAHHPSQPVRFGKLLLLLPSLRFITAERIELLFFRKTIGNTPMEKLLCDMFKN
Vif imaging: HIV Vif inhibition; HEK293T cells, Vif self-association by quenched fluorescence, imaging, 24 h; AID 602346; 340,000 tested, 0.35% active; inhibition, % at 7.49 µM; in the data active means inhibition above about 50%, passing the limit was not always enough; inconclusive means no clear call, values can overlap the other calls; inactive means below about 31%; further: some results filed as inactive read as strong as hits
PDI inh: blocks human protein disulfide isomerase activity | P07237 | PDI insulin aggregation turbidity, A650, 90 min | inhibition, % at 10 µM | 350,000 tested, 0.052% active | AID 588391;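 active means mean inhibition across replicates of 30% or more, whatever share of single replicates reach that level; inconclusive means mean inhibition below 30% while every single replicate reaches 30%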;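 further: absorbance from insulin aggregation driven by PDI reduction with DTT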
Target sequence (P07237 whole entry, looked up): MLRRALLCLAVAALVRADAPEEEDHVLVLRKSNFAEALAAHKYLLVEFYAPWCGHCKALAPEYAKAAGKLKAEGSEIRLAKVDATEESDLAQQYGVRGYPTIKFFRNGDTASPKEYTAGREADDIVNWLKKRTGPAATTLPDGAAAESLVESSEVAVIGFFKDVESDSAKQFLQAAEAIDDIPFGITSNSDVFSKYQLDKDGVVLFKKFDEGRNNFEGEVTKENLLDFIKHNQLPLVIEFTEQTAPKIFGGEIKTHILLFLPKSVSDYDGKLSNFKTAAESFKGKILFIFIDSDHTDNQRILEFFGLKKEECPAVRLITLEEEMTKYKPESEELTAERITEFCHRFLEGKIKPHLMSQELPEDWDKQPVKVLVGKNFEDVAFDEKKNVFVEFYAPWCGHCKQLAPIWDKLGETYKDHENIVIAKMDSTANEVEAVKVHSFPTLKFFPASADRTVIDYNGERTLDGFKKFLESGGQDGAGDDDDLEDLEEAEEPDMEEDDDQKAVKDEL
Shn3 inh set2: inhibitors of Schnurri-3 3'UTR reporter in osteoblasts | Clone20 osteoblast Shn3 3'UTR firefly luciferase, 24 h | inhibition, % at 12.5 µM | 360,000 tested, 0.52% active;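 active means mean inhibition of at least 75% with every replicate also reaching 75%; inconclusive means mean inhibition at least 75% but some replicate below; inactive means mean inhibition below 75%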;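 further: 0% = median of neutral control wells and 100% = pilot-screen positive control compound; some compounds past the cut are filed as inactive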
NR2E3 ag-2: agonists of human nuclear receptor NR2E3. Q9Y5X4. GST-NR2E3/biotin-RetCOR TR-FRET, 1536-well. inhibition of corepressor binding, % at 4.78 µM. 320,000 tested, 0.12% active. AID 2300;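 active means percent inhibition above the cutoff of mean plus 3 SD of all tested compounds, set per screening campaign, cut at about 20% in these data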;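 further: 0% = DMSO wells and 100% = biotin wells as full block of FRET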
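System: GST-NR2E3 and biotin-RetCOR proteins; probe or stimulus: 7 nM biotin-RetCOR; doses: compound at 4.8 µM, single dose; schedule: Compound–protein incubation for 5 h at 4 °C; detection: time-resolved FRET; read-out: percent inhibition; controls: biotin wells as high control, 0.6% DMSO wells as low control; format: 1536-well plates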
HIF-2a inh: HIF-2a inhibition | 786-0 RCC cells HIF-2a reporter, luciferase luminescence, overnight | inhibition, % at 18.8 µM | 360,000 tested, 0.72% active | AID 624352;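 active means inhibition of the luminescence signal of 40% or more relative to plate controls, in a single-dose primary screen at 18.75 µM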
TRPM1 prom inh: MITF TRPM1 promoter inhibition in SK-MEL-5 cells; SK-MEL-5 TRPM1 promoter luciferase, 24 h; inhibition, % at 12.5 µM; 330,000 tested, 0.83% active;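 active means mean inhibition across replicates of 60% or more, whatever share of single replicates reaches that level; inconclusive means some that reach 60%, reason not given; inactive means mean inhibition across replicates below 60%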; further: values of inactives mirror those of a sister screen read the other way
CaV13 ICDI inh: Disruptors of the CACNA1D IQ motif to Ca2+-dependent inactivation inhibitor domain association, primary screening, Förster resonance energy transfer in intact living …; HEK cells, CFP/YFP FRET ICDI-IQ, plate reader, 10 min; percent FRET-ratio fall versus neutral wells; inhibition, % at 12.3 µM; 340,000 tested, 0.098% active;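 active means mean replicate inhibition of at least 30% and at least 1% of replicates passing that level; inconclusive means only one of the two criteria is met; inactive means neither criterion is met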;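 further: 0% = median of the neutral control wells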
* hit, by the source's call; ? = inconclusive; nt = not tested or not shown. The order is random (roughly 3.3% active in at least one column).

SMILES	KKLEB cytotox	Peg3 prom inh	CF NFkB block	NR2E3 ag-1	Vif imaging	PDI inh	Shn3 inh set2	NR2E3 ag-2	HIF-2a inh	TRPM1 prom inh	CaV13 ICDI inh
CN(C)Cc1ccccc1-c1cccc2nccn12	12	2	-9	-21	-2	0	-1	nt	0	nt	-5
CN(C)/C(CN1CCOCC1)=C1\N=C(c2ccccc2)OC1=O	1	-27	11	-10	29	0	-2	-2	-27	-18	-8
COc1ccc(NC(=O)C(=O)NCC(c2ccco2)N2CCc3ccccc3C2)cc1 (configuration not stated)	-9	16	8	-57	nt	-6	17	0	19	12	-2
CCCCN(CCCC)Cc1ccc(C(=O)NN)o1	6	-6	-7	19	-3	0	-16	2	9	5	2
CCOC(=O)c1ccccc1-c1csc(N)n1	1	0	2	3	-3	-3	-17	6	23	12	-4
Cc1ccc(C)c(NC(=O)CN(C)S(=O)(=O)c2cccc3cccnc23)c1	-4	11	7	-20	0	-1	-9	1	9	-7	-17
O=C(NCCNc1nccc(C(F)(F)F)n1)c1cccc(C(F)(F)F)c1	2	10	4	9	-1	-3	4	0	2	-4	-3
COc1ccccc1OCCn1cc(/C=C(\C#N)C(=O)NCc2ccco2)c2ccccc21	-17	14	15	20	-5	-1	18	-2	18	10	-25
CC(C)(C)OC(=O)NC(Cc1ccccc1)C(=O)O (configuration not stated)	6	8	-4	17	1	2	-3	-1	17	-10	-2
COc1ccc(OC)c(C(=O)c2coc3ccc(OC)cc23)c1	6	-2	-11	-11	?	2	4	1	-2	7	nt
c1ccc(COc2cccc(-c3cc4nc(NCc5cccs5)ccn4n3)c2)cc1	-9	-153	-28	-1	-25	-4	-3	nt	-259	nt	-10
CCc1nnc(NS(=O)(=O)c2ccc(N/C=C\C(=O)c3ccc(C)cc3)cc2)s1	4	-32	-13	-91	-4	1	-5	3	-24	-3	nt
Clc1ccc(-c2nc3n(n2)Cc2ccccc2-3)cc1	-22	-136	-12	-127	-6	3	-32	3	-189	-14	-5
COc1ccc(S(=O)(=O)N(CC(N)=O)C2CCCCC2)cc1Cl	-11	6	8	-21	-20	-31	2	-1	7	11	nt
CCc1cc2c(=O)oc(-c3ccc(F)cc3)nc2s1	20	-36	-19	-8	-4	-2	6	-3	-60	1	-21

Among those listed so far, these contain fluorine:
SMILES	KKLEB cytotox	Peg3 prom inh	CF NFkB block	NR2E3 ag-1	Vif imaging	PDI inh	Shn3 inh set2	NR2E3 ag-2	HIF-2a inh	TRPM1 prom inh	CaV13 ICDI inh
O=C(NCCNc1nccc(C(F)(F)F)n1)c1cccc(C(F)(F)F)c1	2	10	4	9	-1	-3	4	0	2	-4	-3
CCc1cc2c(=O)oc(-c3ccc(F)cc3)nc2s1	20	-36	-19	-8	-4	-2	6	-3	-60	1	-21

(listing goes on)
SMILES	KKLEB cytotox	Peg3 prom inh	CF NFkB block	NR2E3 ag-1	Vif imaging	PDI inh	Shn3 inh set2	NR2E3 ag-2	HIF-2a inh	TRPM1 prom inh	CaV13 ICDI inh
Cc1cc(-c2nnc(SCC(=O)Nc3ccccc3F)n2N)n[nH]1	-7	-6	12	-19	-4	-9	-8	-3	-15	5	-4
Cn1c(=O)[nH]c(=O)c2c1nc(CN1CCOCC1)n2Cc1ccc(F)cc1	-6	3	20	-19	6	-32	-7	6	14	-2	-5
O=S(=O)(c1cccc(Cn2nnc(-c3ccccc3)n2)c1)N1CCOCC1	-8	11	-2	36	7	-9	66	nt	-6	-2	-5
CC(=O)c1c(N2CCCCC2)nc(=S)n(Cc2ccccc2)c1C	3	20	12	-15	0	6	45	-1	4	-1	-4
CN(C)CCNC(=O)Nc1ccc([N+](=O)[O-])cc1	-11	6	9	12	14	-2	-33	2	10	2	-1
Cc1ccc(-n2nnnc2SCC(=O)Nc2ccc(N3CCN(C)CC3)cc2)c(C)c1	-9	0	-3	-10	6	1	7	-1	12	0	-5
CN(C(=O)Cn1c(=O)oc2ccccc21)C1CCCCC1	-14	3	9	0	18	-7	-7	0	4	-2	-2
O=C(Cc1ccc2c(c1)OCCO2)N/N=C/c1ccco1	12	4	1	4	-5	4	15	-3	-15	-15	-16
COc1ccc(C(=O)N(C)CC(O)c2ccccc2)cc1OC1CCN(C(C)=O)CC1 (configuration not stated)	11	-1	0	1	-3	2	3	6	-1	15	-6
OCCC1CN(Cc2cnc(N3CCCC3)s2)CCN1Cc1ccccc1 (configuration not stated)	-11	8	-11	-20	-4	-4	-5	5	10	11	-7
Cc1cc(NC(=O)Cc2ccccc2C)no1	8	20	18	-2	3	-2	-67	2	7	6	4
O=C(NCC(O)c1ccccc1)Nc1cccs1 (configuration not stated)	3	-63	0	-54	nt	0	-32	-2	-78	-19	-4
COc1cc2c(cc1OC)CN(C(=O)c1cc(S(=O)(=O)N3CCOCC3)ccc1Cl)CC2	-3	3	18	7	-2	10	-5	1	-1	1	-4
COc1cc(Cl)c(C)cc1NC(=S)NN	4	6	-1	-15	-4	4	2	1	20	2	1
COc1ccc(S(=O)(=O)N2CCN(C(=O)C3CC3)CC2)cc1Br	2	14	26	10	9	8	5	4	11	-4	-3
[O-][N+](=C(c1ccccc1)c1ccccc1)c1ccccc1	4	25	11	-42	28	1	6	nt	20	-20	-5
FC(F)(F)c1cccc(/C=N/NC(=S)NC2CCCCC2)c1	3	19	3	-29	-4	10	11	4	-25	-1	-20
CCOc1cc(C(c2c(C)[nH][nH]c2=O)c2c(C)[nH][nH]c2=O)ccc1OC(=O)c1cccc([N+](=O)[O-])c1	5	0	-11	-15	32	8	-16	4	-13	2	-4
Cc1cc(C(=O)CSc2nc3ccccc3n2CCC#N)c(C)n1Cc1cccs1	3	-158	-3	-12	0	8	-13	0	-60	-28	-6
COc1ccccc1-c1nnc(SCC(=O)NNC(=O)c2ccccc2F)n1C	9	7	-13	-4	4	1	-8	5	14	5	-3
Cc1ccnc(N2CCCC(C(=O)Nc3nnc(C)s3)C2)n1 (configuration not stated)	-8	-6	-4	-13	0	0	-3	-3	15	6	-8
COCCN(CC(=O)Nc1cccc(C)c1C)C(=O)c1cc(S(=O)(=O)N2CCCC2)ccc1C	-10	11	27	-13	-4	0	-8	1	3	0	-5
Cc1cc(NC(=O)CSCC(=O)OC(C)C(=O)N(C)Cc2ccccc2)no1 (configuration not stated)	7	1	-1	12	-10	4	-1	-1	12	-7	-4
COc1ccc(S(=O)(=O)N2CCCC2)cc1C(=O)N1CCOCC1	3	13	0	-4	1	8	13	2	4	-1	7
CN(C(=O)COc1cc(=O)n(C)c2ccccc12)c1ccc(Cl)cc1	7	-3	11	-8	-10	nt	-8	2	-10	0	-2
Cc1ccc2c(c1)N(CC(=O)NCCCN1CCCCC1C)C(=O)c1cccnc1O2 (configuration not stated)	8	1	-9	-7	7	-6	-1	3	3	3	-3
Cc1ccc(-c2nnc(N(C)C(=O)c3ccncc3)s2)cn1	-2	-56	-20	-16	0	-4	-37	-1	-88	-32	-4
O=C(CCCN1C(=O)/C(=C/c2ccco2)SC1=S)Nc1cccc(C(=O)O)c1	3	5	-7	-45	6	2	5	-1	14	-11	-1
O=C(CCc1nnc(Cc2ccc3c(c2)OCO3)o1)N(CC1CCC1)CC1CCCO1 (configuration not stated)	8	0	17	-4	nt	8	-31	2	-1	-5	-2
O=C(CN1C(=O)S/C(=C/c2cccs2)C1=O)N1CCOCC1	-18	-13	-5	-15	nt	2	4	-3	-25	5	-6
OC(c1ccc(F)cc1)c1nc(-c2ccc(Cl)cc2)cs1 (configuration not stated)	13	-110	-36	-41	13	0	-15	nt	-151	nt	-11
CCN(CC(=O)Nc1c(F)cccc1F)C(=O)c1nc2nccc(C)n2n1	3	-3	-11	-24	-5	5	-14	3	7	-3	-2
CCOC(=O)c1ccc(NCc2ccc(N(C)C)cc2)cc1	-10	-54	0	-32	10	-6	7	-2	-66	-3	-4
COc1ccc(NC(=S)N2CCN(C(=O)c3ccco3)CC2)cc1	-5	-50	7	-10	-5	1	-5	1	-20	-19	-7
O=C(NCc1ccco1)c1ccc(Cl)c(S(=O)(=O)N2CCc3ccccc32)c1	-8	3	6	2	-1	10	6	-2	18	-2	-2
CC1CCN(C(=O)CSc2nc3ccccc3[nH]2)CC1	-14	-259	-5	-124	0	4	-56	2	-211	-86	-7
COCCNC(=O)CCCCCNS(=O)(=O)c1ccc(C)cc1	-8	8	9	7	6	-25	-5	1	21	1	-7
CCNS(=O)(=O)c1ccc(CCC(=O)NCc2ccccn2)cc1	11	-8	-6	-23	-4	-12	-2	0	16	6	-3
C/C(=N\OCc1cccc(C(=O)O)c1)c1ccc(Cl)cc1	4	55*	-14	-221	1	-5	37	-3	73*	nt	-5
COc1ccc(C(=O)Nc2ccc3c(c2)OCO3)cc1OC	-6	-183	17	-60	-2	-5	-65	0	-184	-72	-8
CC1CCCCC12NC(=O)N(CC(=O)N1CCN(c3ccccc3)CC1)C2=O (configuration not stated)	-14	5	-6	5	17	-5	3	nt	3	nt	-5
CCCCNC(=O)c1nc(C2CCN(S(=O)(=O)c3ccccc3C(F)(F)F)CC2)oc1-c1ccccc1	2	19	3	-9	-6	nt	7	nt	11	nt	nt
Cc1nn(Cc2ccc([N+](=O)[O-])cc2)c(=O)n1-c1ccccc1	-3	15	3	-15	-1	-4	1	1	-3	8	-5
O=C(CSc1nc2ccccc2o1)Nc1cc(C(F)(F)F)ccc1N1CCOCC1	-14	10	17	1	nt	2	9	-1	19	11	-5
CC(C)=CC(=O)OCC(=O)Nc1nc(C)c(Cl)cc1Cl	-12	-1	-8	-2	1	10	-21	0	-1	-7	-5
CC(N=C(NS(=O)(=O)c1ccc(Cl)cc1)c1ccccc1)C(=O)O (configuration not stated)	4	0	-12	-12	2	-8	-5	3	10	-3	-3
CCOC(=O)c1c(C)[nH]c(C(=O)OCc2ccc(F)cc2)c1C	-22	-248	15	-157	1	-14	-72	nt	-271	-57	nt
Cc1ccc(NC(=O)c2cc(S(=O)(=O)N3CCOCC3)c(Br)s2)cc1	5	24	2	15	-2	7	11	-1	6	-3	-18
COc1ccc(S(=O)(=O)N(CCc2ccccc2)CC(=O)O)cc1	-8	15	6	9	-3	5	18	-1	15	-7	-4
CC1(C(=O)Nc2ccc3c(c2)OCO3)CCN1Cc1csc2ccccc12 (configuration not stated)	12	-13	-16	5	nt	4	9	nt	-37	nt	-6
CC(C)(C)NC(=O)CN(C(=O)CNC(=O)c1cccs1)c1ccccc1F	5	-2	4	-29	21	-7	-4	-2	14	nt	-3
